From PubChem
DAX1 inh-1: NR0B1 (DAX1) inhibition; inhibition, % at 6.75 µM; AID 504766; P51843; HEK293 Gal4-DAX1 luciferase reporter, luminescence; hit rate 0.99% among 340,000;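 active = inhibition above the mean over all tested compounds plus 3 SD, cut at about 4.2% in these data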;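 note: 0% = DAX1-transfected cells with DMSO and 100% = empty-vector control cells with DMSO; inhibition shows as a rise in luminescence from relieved DAX1 repression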
Target sequence (P51843 207-470 limits assumed): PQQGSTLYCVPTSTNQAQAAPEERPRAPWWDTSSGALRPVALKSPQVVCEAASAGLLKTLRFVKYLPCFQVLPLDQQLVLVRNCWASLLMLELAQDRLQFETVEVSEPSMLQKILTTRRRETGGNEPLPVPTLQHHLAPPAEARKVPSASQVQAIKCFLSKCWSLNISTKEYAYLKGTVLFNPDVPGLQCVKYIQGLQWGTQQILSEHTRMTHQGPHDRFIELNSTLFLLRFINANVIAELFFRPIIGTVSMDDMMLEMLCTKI
DAX1 inh-2: inhibitors of DAX1 repression of SF-1 activated StAR promoter; AID 652010; inhibition, % at 6.8 µM; hit rate 1.1% among 370,000; HEK293T StAR-luciferase reporter, SF-1/DAX-1 repression relief;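 active = inhibition above the mean over all tested compounds plus 3 SD, cut at about 3.6% in these data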;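 note: 0% = DAX-1 cells with DMSO and 100% = cells lacking DAX-1 with DMSO; higher inhibition means more luminescence from relief of DAX-1 repression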
SMARCA2 activ: activators of SMARCA2 function. MG213 cells, MMTV-luciferase reporter, dexamethasone, overnight. AID 652017. hit rate 1% among 370,000. activation, % at 9.1 µM; in the data active = activation above about 7.8%;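 note: 0% = vehicle wells and 100% = reference activator wells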
NPR2 activator: GC-B (human) receptor activation; P20594; HEK293-GC-B cells, CNP EC30, cGMP TR-FRET; 0% at EC30 CNP, 100% saturating CNP; activation, % at 10 µM; hit rate 0.11% among 370,000; AID 1920062;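 active = activation at 10 µM reaching about 35% in either raw or pattern-adjusted values, limit read from the data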
hgDAF12 agonist: hgDAF-12 agonism, primary luciferase screen; HEK293 GAL4-hgDAF12 UAS-luciferase reporter, agonist luminescence; normalized to butyrate control; activation, % at 6.8 µM; hit rate 1.8% among 370,000; AID 687014;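 active = activation above a cutoff set at the mean of all screened compounds plus 3 SD, cut at about 10% in these data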;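 note: 0% = DMSO wells and 100% = sodium butyrate wells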
FXN GAA850 act: frataxin GAA850 promoter activation | HEK293 lucGAA850 FXN promoter luciferase reporter, 24 h; percent of 10 µM SAHA response | activation, % at 6 µM | hit rate 0.56% among 360,000;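 active = activation above the average of all compounds screened plus 3 SD, cutoff fixed separately per campaign, cut at about 7.5% in these data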;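 note: 0% = DMSO wells and 100% = 10 µM SAHA wells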
ssDAF12 agonist: activates DAF-12 receptor from parasite S. stercoralis; HEK293 ssDAF-12/GRIP1 lit1-tk-luc reporter, luminescence; % of 3 µM dafachronic acid response; activation, % at 6.8 µM; hit rate 1% among 370,000;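 active = activation above the mean over all tested compounds plus 3 SD, cut at about 0.9% in these data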;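 note: 0% = DMSO-only wells and 100% = 3 µM delta7-dafachronic acid wells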
HGIII-sPLA2 inh: Blocks human group III sPLA2 activity; QFRET BODIPY PC-A2 liposome hydrolysis, fluorescence; inhibition, % at 12.2 µM; hit rate 0.56% among 370,000;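 active = inhibition above mean plus 3 SD of compounds lying within the high and low control bounds, cut at about 19% in these data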;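 note: 0% = median of test compound wells and 100% = no enzyme DMSO wells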
Target sequence (Q9NZ20 whole entry, looked up): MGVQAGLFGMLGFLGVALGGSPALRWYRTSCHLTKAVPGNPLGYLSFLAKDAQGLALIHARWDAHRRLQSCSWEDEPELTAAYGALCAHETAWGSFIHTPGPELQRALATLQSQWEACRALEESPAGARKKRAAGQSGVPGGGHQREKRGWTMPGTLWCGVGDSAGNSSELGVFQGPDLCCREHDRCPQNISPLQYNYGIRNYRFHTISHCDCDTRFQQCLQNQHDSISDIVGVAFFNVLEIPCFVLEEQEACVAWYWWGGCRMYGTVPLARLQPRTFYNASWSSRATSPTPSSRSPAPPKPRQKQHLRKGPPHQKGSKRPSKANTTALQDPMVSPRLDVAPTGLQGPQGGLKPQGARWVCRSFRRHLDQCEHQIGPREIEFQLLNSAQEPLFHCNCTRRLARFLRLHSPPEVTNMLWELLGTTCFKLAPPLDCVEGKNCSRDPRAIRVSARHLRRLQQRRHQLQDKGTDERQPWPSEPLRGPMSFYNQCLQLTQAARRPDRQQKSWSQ
NPR1 activator: GC-A (human) enzyme activation; HEK293 GC-A cells, cGMP TR-FRET, EC30 ANP; 0% at EC30 ANP, 100% saturating ANP; activation, % at 10 µM; hit rate 0.14% among 370,000; AID 1671463; in the data active = activation above about 40%
hcDAF-12 act: activators of H. contortus DAF-12 nuclear receptor; HEK293 hcDAF-12 lit1-tk-luc reporter, luminescence; 0% DMSO, 100% Δ7-dafachronic acid; activation, % at 6.8 µM; hit rate 1.4% among 370,000;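 active = activation above the mean of all tested compounds plus 3 SD, cut at about 5.5% in these data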;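 note: 100% = response to 3 µM Δ7-dafachronic acid high control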
proKLK7 act: proKLK7 (human) activation, primary screen; P49862; purified proKLK7, EDANS-DABCYL substrate fluorescence; 100% is mature enzyme control, 0% vehicle; activation, % at 7 µM; hit rate 0.9% among 370,000; AID 652039;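 active = activation above the mean of all tested compounds plus 3 SD, computed per campaign excluding outliers beyond control limits, cut at about 13% in these data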
Target sequence (P49862 whole entry, looked up): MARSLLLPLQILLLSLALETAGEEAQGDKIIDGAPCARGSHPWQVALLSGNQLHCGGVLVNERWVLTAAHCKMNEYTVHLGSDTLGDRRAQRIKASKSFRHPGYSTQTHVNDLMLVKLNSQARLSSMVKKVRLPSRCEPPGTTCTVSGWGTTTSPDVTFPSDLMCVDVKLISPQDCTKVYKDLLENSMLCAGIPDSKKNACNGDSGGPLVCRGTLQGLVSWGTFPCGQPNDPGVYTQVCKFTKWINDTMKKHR
The depositor's hits bear a star; · = no result given.

SMILES	DAX1 inh-1	DAX1 inh-2	SMARCA2 activ	NPR2 activator	hgDAF12 agonist	FXN GAA850 act	ssDAF12 agonist	HGIII-sPLA2 inh	NPR1 activator	hcDAF-12 act	proKLK7 act
Fc1cccc(Nc2nc(Cl)nc(Cl)n2)c1	0.8	0.6	7	3	-1.0	1.0	-2.1	-4	-3	-1.2	0.0
CCc1nnc(NC(=O)Cn2nc(-c3ccccc3OC)ccc2=O)s1	1.4	1.2	1	-9	1.9	-0.3	-0.7	-2	-3	0.7	0.1
COc1ccc(C=C2Cc3ccccc3C2=O)cc1	·	1.3	3	-6	11*	·	0.1	-9	-5	0.8	-1.2
Cc1cc([N+](=O)[O-])nn1CC(=O)Nc1ccccn1	-0.2	0.2	-4	5	1.8	0.1	-0.6	-3	0	-0.5	0.1
CN(C)CCNC(=O)C(=O)NCC1OCCN1S(=O)(=O)c1cc(F)ccc1F (configuration not stated)	1.6	0.8	2	-2	6.4	1.3	-0.8	-8	1	-0.4	0.5
CCCCN(C)C1CCN(C(=S)Nc2cccc(SC)c2)CC1	1.9	1.0	0	-3	-2.6	1.4	-1.8	11	-1	-1.0	-0.1
CC1=C(C)C(=O)C(N2CCOCC2)=CC1=O	-1.1	-1.0	-3	-5	-4.8	1.1	0.9	0	-11	2.0	0.1
N#Cc1nc(-c2ccc(Cl)cc2)oc1N1CCCCC1	-1.0	-0.1	-3	-4	3.0	1.8	-1.6	-3	6	-1.4	-2.5
CC(Sc1ccc([N+](=O)[O-])cn1)C(=O)Nc1nccs1 (configuration not stated)	-0.6	-0.3	1	-1	-2.2	1.5	-1.1	4	-1	-1.7	0.7
CCOC(=O)N1CCC(NC(=O)c2ccc3c(c2)N(Cc2ccc(C)cc2)CCS3)CC1	-0.7	0.4	-3	-2	1.2	-0.1	-1.2	2	2	3.9	-12
CCOC(=O)CNC(=O)C1CCCN(c2ncccn2)C1 (configuration not stated)	1.6	-0.3	-5	5	0.8	1.5	-1.0	1	4	-2.1	-1.1
O=C(Nc1ccccc1C(F)(F)F)c1ccc(F)c(S(=O)(=O)N2CCOCC2)c1	0.4	-0.1	0	-2	-1.1	-1.6	-1.5	7	0	-1.5	0.8
CCc1ccc(NC(=O)CNC(=O)Cn2ccc3ccccc3c2=O)cc1	-0.5	0.5	9.1*	-2	-1.5	-1.4	-0.5	-1	0	1.9	-0.4
Fc1ccccc1-n1[nH]nnc1=S	-0.8	-0.2	2	9	1.3	0.2	-1.3	3	2	0.0	0.4
Cc1cc(C)c(S(=O)(=O)Nn2cnnc2)c(C)c1	1.6	0.8	2	0	-1.9	-1.6	-1.5	5	4	-0.9	0.6
COc1ccc([C@H]2C[C@@H](O)[C@H](n3cc(COC(=O)c4ccccc4)nn3)CN2CC2CCCCC2)cc1	2.1	1.0	1	-6	0.6	1.8	-0.9	-18	-5	-1.2	-0.3
COc1ccc2ccccc2c1CNC(=O)CC1C(=O)NCCN1CC(C)C (configuration not stated)	-1.6	0.1	-2	-6	-1.2	0.1	0.6	-2	-14	4.1	-0.2
COc1cccc(C(=O)Nc2cccc(-c3nnc(-c4ccccc4)o3)c2)c1	2.5	-0.6	-1	5	0.5	2.5	-1.8	1	3	0.5	0.0
COc1ccc(N2C(=O)C3CCCN3C2c2ccccc2)cc1Cl (configuration not stated)	-1.4	0.0	-2	2	2.9	0.1	-0.9	-1	-12	1.0	0.2
N=c1ccn2c(n1)OC1C(O)C(CO)OC12 (configuration not stated)	-3.2	-1.3	0	7	-6.5	-3.3	-1.6	12	5	-2.3	-0.2
CCCCn1c(=O)nc2n(-c3ccccc3C)c3ccccc3cc-2c1=O	1.6	-0.1	0	2	0.0	1.9	-0.4	-3	2	4.8	2.1
O=C(CSc1ccccc1)NNC(=O)c1ccccc1O	2.3	0.5	-2	-4	2.9	1.0	-0.3	20*	-4	0.6	-2.4
COc1ccc(NC(=O)c2[nH]c(C)c(C(C)=O)c2C)cc1	0.5	4.7*	2	-3	11*	1.6	1.7*	10	5	11*	-0.5
NC(=NC(=O)c1ccccc1)N1CCOCC1	0.6	-0.1	-3	3	2.0	0.9	-1.5	12	2	-0.6	0.0
CC(=O)N1CCC(=NNc2nc3ccccc3[nH]2)CC1	·	1.1	2	-3	16*	4.9	0.6	-4	1	4.2	0.7

Further structures follow:
SMILES	DAX1 inh-1	DAX1 inh-2	SMARCA2 activ	NPR2 activator	hgDAF12 agonist	FXN GAA850 act	ssDAF12 agonist	HGIII-sPLA2 inh	NPR1 activator	hcDAF-12 act	proKLK7 act
Cc1nn(C(C)C(=O)O)c2ccccc12 (configuration not stated)	0.3	0.2	-3	1	-0.3	2.0	-0.9	5	2	-1.0	0.1
COc1ccc(-c2cc(C(=O)NNC(=O)c3csc(N4CCOCC4)n3)c3ccccc3n2)cc1	0.1	-2.1	-2	3	0.9	0.5	-1.0	-22	5	-2.0	2.6
O=C(COc1ccc(/C=N/NS(=O)(=O)c2ccccc2)cc1)NCCc1ccccc1	-0.5	-0.3	0	-7	0.1	-0.1	-0.9	-7	-3	-1.6	-0.1
Cn1c(=O)c2c(nc(NCCNC(=O)c3ccco3)n2Cc2ccccc2)n(C)c1=O	-0.8	-0.4	0	1	-1.7	1.2	-0.7	1	-3	-1.7	0.5
O=c1/c(=C\c2ccc(O)cc2)sc2nc(-c3ccccc3)c(-c3ccccc3)n12	-0.3	0.3	0	-3	1.9	-1.1	-1.4	-2	-13	-1.8	-2.0
O=C(Nc1ccc([N+](=O)[O-])cc1NC(=O)c1ccccc1)c1ccccc1	0.6	-2.1	-1	-7	2.8	-5.0	-0.7	7	-1	0.4	-0.5
COc1ccc(C(=O)NCc2ccco2)cc1S(=O)(=O)NC1CC1	0.4	0.0	2	3	3.6	-1.9	-0.7	0	-1	0.4	0.1
CCC(=O)NNc1nc2c(F)cccc2s1	3.9	0.1	-1	0	5.4	1.3	0.0	1	4	7.0*	0.2
CCN(CC)C(=O)[C@H]1C[C@H](CC(=O)NCc2cccc(C(F)(F)F)c2)C(=O)N2CCc3c([nH]c4ccc(Cl)cc34)[C@]12C	-0.8	2.2	-1	1	0.4	-4.2	-1.1	5	-5	-0.5	0.0
CCC(c1nnnn1CC1CCCO1)N(CCCO)Cc1cc2cccc(C)c2[nH]c1=O (configuration not stated)	-0.3	-0.7	-3	-1	-1.3	1.0	-0.1	1	-1	3.4	3.8
CCOP(=O)(OCC)C(NC(=O)Nc1cccc(Cl)c1)c1ccccc1 (configuration not stated)	-0.8	0.0	-2	2	0.4	-2.5	-2.0	-24	0	-1.8	0.5
Cc1cccc(N/N=C(\C#N)S(=O)(=O)C(C)(C)C)c1	0.8	-0.5	-4	-1	4.3	1.6	-0.2	-12	6	-0.8	-0.2
CCCCc1nc2ccccc2c(NC(=O)CN2CCCC2)c1CCC	-0.1	-0.1	-4	-2	-1.2	0.3	-0.6	-8	-4	0.1	0.1
CC(=O)Nc1cccc(-n2nnc(SCC(=O)N(C)c3ccccc3)n2)c1	0.5	0.1	-6	-3	-1.0	-0.3	-1.2	13	-2	-0.4	0.3
Cc1cc(NC(=O)CSc2nnc(-c3cccc(Cl)c3)o2)no1	0.9	-0.3	0	-4	0.1	-0.6	-1.1	-14	0	-2.5	-0.2
CCOC(=O)CC1COc2ccccc2N1C(=O)c1ccc(C)cc1 (configuration not stated)	-0.5	-1.5	2	-19	0.8	2.0	-1.5	-1	-17	1.3	-0.3
Cc1nnc(N/N=C\c2ccc(-c3ccccc3[N+](=O)[O-])o2)n1N	0.8	-1.8	-2	-10	-6.0	1.1	-1.0	-3	-7	3.8	-0.4
CCN1C(=O)[C@@H]2[C@@H](c3ccc(-c4ccc(OC)cc4)c(OC)c3)N3CCC[C@@]3(C(=O)OC)[C@@H]2C1=O	-1.1	0.2	0	-1	1.1	-1.9	-1.4	-2	0	-2.1	-0.1
NC(=O)c1ccc(SCC(=O)OCC(=O)NCC2CCCCC2)c([N+](=O)[O-])c1	0.6	0.7	0	-6	0.0	2.3	-1.1	6	0	-0.3	-1.0
COCCCN(C(=O)C1CCC1)c1c(N)n(Cc2ccccc2)c(=O)[nH]c1=O	0.1	0.0	-2	-1	1.9	-1.1	-1.0	14	0	-1.3	0.0
Cc1cccc(C(=O)Nc2cccc3c2CCCC3)c1	0.8	0.1	2	3	1.0	1.8	-1.5	-1	0	-0.7	0.4
CNC(=O)c1sccc1SCc1c(Cl)cccc1Cl	-0.1	0.7	-5	-1	-2.4	0.0	-1.4	-9	0	-0.6	1.1
O=C(Nc1ccccc1)OCCCc1ccccc1	0.6	1.0	6	1	16*	5.1	-0.7	2	2	-0.1	0.3
CC1CCc2c(C(=O)NCC3CCCO3)csc2C1 (configuration not stated)	1.6	0.6	0	-2	3.4	5.6	-1.1	3	-1	-1.8	0.1
CCc1ccc2c(c1)C1(SC(NC(C)=O)=NN1C(C)=O)C(=O)N2CC (configuration not stated)	-0.8	0.1	0	-3	-0.5	0.8	-2.0	7	0	-1.6	0.2

Later entries
SMILES	DAX1 inh-1	DAX1 inh-2	SMARCA2 activ	NPR2 activator	hgDAF12 agonist	FXN GAA850 act	ssDAF12 agonist	HGIII-sPLA2 inh	NPR1 activator	hcDAF-12 act	proKLK7 act
N#Cc1ccc(-c2nc3c4ccccc4ccn3c2Cc2ccsc2)cc1	·	-0.2	2	1	2.6	·	1.5*	4	-3	2.9	-4.8
CC(=O)N1CCc2cc(S(=O)(=O)CCC(=O)NCc3ccc(Cl)cc3)ccc21	0.6	-0.4	-4	0	-2.3	0.5	-1.3	3	-1	-3.1	-0.1
CCN(CC(=O)NC1CCS(=O)(=O)C1)S(=O)(=O)c1cc([N+](=O)[O-])ccc1C (configuration not stated)	0.3	0.5	1	2	-0.3	1.3	-1.5	0	2	-1.4	0.1
Cc1ccc2[nH]c(=O)c(CN(Cc3cccnc3)C(=O)c3ccncc3)cc2c1	1.0	-0.6	0	5	2.4	-1.9	-0.7	3	-1	-0.3	0.4
CC(=O)Nc1ccccc1NC(=O)C/C(C)=N/NC(=O)C(=O)Nc1cccc(Cl)c1C	-0.4	0.0	-2	0	-1.1	-2.0	-1.3	-3	-1	1.9	0.7
CN1CCC(=O)N([C@H](CN=[N+]=[N-])Cc2ccccc2)CC1	0.9	-0.4	0	-1	-1.1	0.6	-1.4	-1	3	-1.5	0.6
COc1cccc(-c2nnc3n2N=C(c2ccc(Cl)cc2)CS3)c1	·	-0.3	-2	13	-2.0	·	-1.4	1	14	-2.0	0.6
CC(C)CNS(=O)(=O)c1ccc(OCC(=O)NCC2CCCO2)c(Cl)c1 (configuration not stated)	0.1	-0.7	-1	-3	-1.0	-0.2	-0.8	-7	2	-1.9	0.2
CCOC(=O)c1nnc2cc(-c3ccc(Br)cc3)nn2c1C	0.0	-0.4	0	2	0.0	-2.8	-0.8	-8	0	-1.1	-0.7
CCCCC(=O)Nc1ccc(NC(=O)c2ccccc2OC)cn1	0.3	-1.1	-2	8	0.5	2.5	-1.3	9	1	-0.1	0.3
O=C(CCC(=O)N1CCN(c2ccccn2)CC1)c1cccs1	0.3	1.3	0	2	2.4	3.4	-0.6	1	1	3.4	0.4
Cn1ccnc1SCC(=O)NC1CC1	1.6	0.7	-1	-5	0.3	-0.6	-1.1	4	4	0.6	0.5
